Screening results from PubChem BioAssay.
YAP1 CTGF inhibition: reduction of CTGF mRNA in DLD1 cells – DLD1 colon cancer cells, RT-qPCR, single point, primary screen (AID 743449); DLD1 CTGF mRNA qPCR, 24 h; hits give high values; actives 0.9% (n = 9,900); inhibition, % at 12.5 µM;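 active = mean normalized replicate activity at least 50 and at least half of replicates each reaching 50; inconclusive = only one of the two criteria met; inactive = neither criterion met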;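 also: 0% = neutral control wells and 100% = dasatinib control wells; higher means stronger suppression of CTGF expression like dasatinib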
Pax4 gene expression: activators of Pax4 gene expression, primary screen, RT-PCR, mouse alpha TC1 cells, single point (AID 1053180) | mouse alpha TC1 cells, Pax4 mRNA qPCR, 6 days; hits give high values; 100% = Pax4 plasmid added at qPCR | activation, % at 10 µM | actives 0.2% (n = 9,600);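 active = highest normalized replicate activity of 15 or more, or at least half the replicates reach 15 or more; inactive = neither condition met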;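 also: pax4 Ct normalized to GAPDH with activation seen as lower delta delta Ct; plate controls were plate neutral control wells for no effect and Pax4 plasmid positive control for full effect; each compound tested in two replicate wells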
Active calls of the source: *; u = inconclusive; x = no result given; & = joins results of further samples.

Screens in order – YAP1 CTGF inhibition	Pax4 gene expression
N#C[C@@H]1[C@H](c2ccc(-c3cccc(F)c3)cc2)[C@@H](CO)N1C(=O)CN1CCOCC1
    0	0.0
C[C@@H]1CN([C@H](C)CO)C(=O)Cc2cc(NC(=O)CCC(F)(F)F)ccc2O[C@H]1CN(C)CC1CC1
    11	0.0
CC(C)CC#Cc1ccc([C@H]2[C@H](CO)N3CCCCN(C(=O)Nc4ccccc4)C[C@@H]23)cc1
    30	0.1
O=C1N[C@H](Cc2ccccc2)COCc2cnnn2CC[C@@H]1Cc1ccc(-c2ccccc2)cc1
    10	0.0
COc1cccc(NC(=O)Nc2ccc3c(c2)C(=O)N(C)C[C@@H](OC)[C@H](C)CN[C@H](C)CO3)c1
    -21	0.0
C[C@H]1CCCCO[C@H](CN(C)S(=O)(=O)c2ccc(Cl)cc2)[C@@H](C)CN([C@@H](C)CO)C(=O)c2cc(NC(=O)Nc3ccc(C(F)(F)F)cc3)ccc2O1
    -48	0.5
CO[C@@H]1CC[C@@H]2CCOc3ccc(C#N)cc3C(=O)N(C)[C@H](C)C(=O)N(C)C[C@@H]1O2
    -20	0.0
O=S(=O)(c1ccc(F)cc1)N1CCCCN2[C@@H](CO)[C@@H](c3ccc(-c4cncnc4)cc3)[C@@H]2C1
    12	0.0
COC(=O)C[C@@H]1C[C@@H]2c3cc(N)ccc3O[C@@H]2[C@H](CO)O1
    -40	0.0
COCC(=O)Nc1ccc2c(c1)C(=O)N(C)C[C@@H](OC)[C@H](C)CN(CCc1ccccc1)[C@H](C)CO2
    -55	0.0

Screens in order – YAP1 CTGF inhibition	Pax4 gene expression
C[C@@H]1CN([C@@H](C)CO)C(=O)c2c(c3ccccc3n2C)-c2ccccc2CO[C@H]1CN(C)C
    -11	0.0
CC(=O)N1[C@H](CO)[C@H](c2ccccc2)[C@H]1CN(C)S(=O)(=O)c1ccccc1
    12	0.0
CCN(C[C@@H]1[C@@H](c2ccccc2)[C@H](CO)N1C(=O)COC)S(C)(=O)=O
    10	0.0
O=C(C[C@@H]1CC[C@H](NC(=O)CN2CCOCC2)[C@@H](CO)O1)NC1CCC1
    23	0.0
O=C(c1ccccn1)N1CC[C@@H]2[C@H]1c1cc(Br)ccc1N[C@@H]2CO
    15	0.0
CC(=O)N(Cc1cccc(F)c1)C[C@H]1[C@@H](c2ccccc2)[C@@H](CO)N1C(C)=O
    14	0.0
Cc1ccccc1-c1ccc([C@@H]2[C@H](CO)N3C(=O)CN(C(=O)NC4CCCC4)C[C@@H]23)cc1
    -32	0.0
COc1cccc(C(=O)N2C[C@@H]3[C@H](c4ccccc42)[C@H](CO)N3C(=O)c2cccc(F)c2)c1
    -36	0.0
O=C(C[C@@H]1CC[C@@H]2[C@H](COC[C@H](O)CN2S(=O)(=O)c2ccccc2)O1)NCC1CCCCC1
    3	0.1
C[C@H](CO)N1C[C@H](C)[C@@H](CN(C)S(=O)(=O)c2cccc(F)c2)Oc2ncc(C#CC3(O)CCCC3)cc2C1=O
    31	0.0

Screens in order – YAP1 CTGF inhibition	Pax4 gene expression
C/C=C/c1ccccc1[C@@H]1[C@@H](CO)N(C(=O)CN2CCOCC2)[C@H]1C#N
    -5	0.0
O=C(C[C@H]1CC[C@@H]2[C@H](COC[C@H](O)CN2Cc2ccc(C(F)(F)F)cc2)O1)N1CCc2ccccc2C1
    5	0.0
CC=Cc1ccc2n(c1=O)C[C@@H]1[C@@H](CO)[C@H](C(=O)NCc3cccc(OC)c3)N[C@H]21 (mixture of isomers)
    -1	0.0
O=C(C[C@@H]1CC[C@H]2[C@@H](COC[C@@H](O)CN2CCC(F)(F)F)O1)NCc1ccc2c(c1)OCO2
    2	0.0
CO[C@@H](CN(C)S(=O)(=O)c1cccc(Cl)c1)[C@@H](C)CN(C(=O)Nc1ccccc1F)[C@H](C)CO
    5	0.1
COc1ccc(CNC(=O)C[C@H]2C[C@H]3c4cc(N(C)C)ccc4O[C@H]3[C@H](CO)O2)cc1
    9	0.0
CO[C@H]1CN(C)C(=O)c2ccc(NC(=O)Nc3ccccc3)cc2OC[C@@H](C)N(C(=O)CC2CC2)C[C@@H]1C
    -18	0.0
O=C1N[C@@H](Cc2ccccc2)COCc2cn(nn2)CC[C@@H]1Cc1cccc(F)c1
    16	0.1
COCC(=O)N1C[C@H](C)[C@H](OC)CN(C)C(=O)c2ccc(NC(=O)Nc3cccc(F)c3)cc2OC[C@H]1C
    1	0.0
COc1ccccc1C#Cc1ccc([C@H]2[C@@H](C#N)N(C(=O)C3CCC3)[C@H]2CO)cc1
    34	0.0

Screens in order – YAP1 CTGF inhibition	Pax4 gene expression
CO[C@@H]1CN(C)C(=O)c2cc(NS(=O)(=O)c3ccc(C)cc3)ccc2OC[C@@H](C)N(Cc2ccccn2)C[C@H]1C
    -14	0.0
N#C[C@H]1[C@@H](c2ccc(-c3ccccc3)cc2)[C@@H](CO)N1S(=O)(=O)Cc1ccccc1
    -105	0.0
O=C(C[C@H]1C=C[C@H](NC(=O)C2CCC2)[C@@H](CO)O1)NC1CCCCC1
    17	0.0
O=C(Nc1ccccc1)N1CC(=O)N2[C@@H](CO)[C@@H](c3ccc(C#CC4CCCCC4)cc3)[C@@H]2C1
    -5	0.0
CN(C)CC(=O)N1[C@@H](CO)[C@H](c2ccccc2)C12CN(C(=O)c1ccc(F)cc1)C2
    0	x
N#C[C@H]1[C@H](c2ccccc2)[C@H](CO)N1C(=O)c1ccc2c(c1)OCO2
    16	0.0
C[C@@H]1CN([C@H](C)CO)C(=O)CCCn2nncc2CO[C@H]1CN(C)Cc1ccccc1C(=O)O
    u	0.0
COCC#Cc1ccc([C@H]2[C@H]3CN(C(=O)NC4CCCC4)CCCCN3[C@H]2CO)cc1
    11	0.0
COc1ccc(S(=O)(=O)Nc2ccc3c(c2)C(=O)N([C@@H](C)CO)C[C@H](C)[C@H](CN(C)C(=O)Nc2c(C)noc2C)OCCCC[C@@H](C)O3)cc1
    6	0.0
C/C=C/c1ccc([C@@H]2[C@@H](CN(C)C(C)=O)N(C(=O)NC(C)C)[C@H]2CO)cc1
    u	0.0

Screens in order – YAP1 CTGF inhibition	Pax4 gene expression
C[C@@H]1CCCCO[C@@H](CN(C)C(=O)CCCN(C)C)[C@@H](C)CN([C@H](C)CO)C(=O)c2cc(NC(=O)Nc3ccc4c(c3)OCO4)ccc2O1
    10	0.0
CNC[C@@H]1Oc2ccc(NC(=O)CCC(F)(F)F)cc2C(=O)N([C@H](C)CO)C[C@@H]1C
    -24	0.0
C[C@@H]1CN([C@H](C)CO)C(=O)c2cc(C3=CCCC3)cnc2O[C@@H]1CN(C)C(=O)Nc1ccc(C(F)(F)F)cc1
    -4	0.0
CO[C@@H](CN(C)Cc1ccc2c(c1)OCO2)[C@@H](C)CN(C(=O)c1ccccc1)[C@H](C)CO
    -23	0.0
Cc1noc(C)c1NC(=O)Nc1ccc2c(c1)C(=O)N([C@@H](C)CO)C[C@H](C)[C@H](CN(C)Cc1ccc3c(c1)OCO3)OCCCC[C@@H](C)O2
    -44	0.0
C[C@H](CO)N1C[C@H](C)[C@@H](CN(C)C(=O)Nc2ccc3c(c2)OCO3)Oc2ccc(NC(=O)Cn3cnnn3)cc2C1=O
    -25	0.0
O=C(C[C@H]1CC[C@H]2[C@@H](COC[C@@H](O)CN2C(=O)c2cc(Cl)cc(Cl)c2)O1)N1CCc2ccccc2C1
    13	0.0
COC(=O)C[C@H]1C[C@@H]2c3cc(N)ccc3O[C@@H]2[C@H](CO)O1
    12	0.0
CCCNC(=O)N1[C@H](CO)[C@@H](c2ccc(-c3ccccc3F)cc2)[C@@H]1C#N
    -3	0.1
COc1ccc(S(=O)(=O)Nc2ccc3c(c2)C(=O)N([C@@H](C)CO)C[C@@H](C)[C@H](CN(C)S(=O)(=O)c2ccc(Cl)cc2)OCCCC[C@H](C)O3)cc1
    24	0.1

Screens in order – YAP1 CTGF inhibition	Pax4 gene expression
N#C[C@@H]1[C@@H](c2ccccc2)[C@H](CO)N1C(=O)c1ccc2c(c1)OCO2
    13	0.0
CCCNC(=O)N1[C@H](C#N)[C@H](c2ccc(-c3ccccc3F)cc2)[C@H]1CO
    6	0.0
C/C=C/c1ccc([C@@H]2[C@@H](CO)N3CCCCN(S(=O)(=O)c4ccc(OC)cc4)C[C@H]23)cc1
    26	0.0
O=C(C[C@H]1C[C@@H]2c3cc(NS(=O)(=O)c4ccc(F)cc4)ccc3O[C@@H]2[C@@H](CO)O1)NCc1cccnc1
    -19	0.0
CN1CCN(C(=O)C[C@H]2CC[C@@H]3[C@H](COC[C@@H](O)CN3Cc3cccc(-c4ccncc4)c3)O2)CC1
    -7	0.0
C[C@@H]1CN([C@H](C)CO)C(=O)CCCn2nncc2CO[C@@H]1CN(C)C(=O)Nc1ccccc1C(F)(F)F
    -9	0.0
CO[C@@H]1CN(C)C(=O)c2ccc(NC(=O)c3cc(C)on3)cc2OC[C@H](C)NC[C@H]1C
    6	0.0
CCCN1C[C@H](C)[C@@H](OC)CN(C)C(=O)c2cc(NC(=O)C3CCC3)ccc2OC[C@H]1C
    -56	0.0
CN1C(=O)c2cc(NC(=O)c3cscn3)ccc2OC[C@@H]2O[C@@H](CC(=O)NCc3ccc(Cl)c(Cl)c3)CC[C@H]21
    -9	0.0
COc1ccc2c3c(n(C)c2c1)[C@@H](CO)N(C(=O)Nc1ccc(F)cc1)CC31CN(C(=O)c2cccnc2)C1
    -4	0.0

Screens in order – YAP1 CTGF inhibition	Pax4 gene expression
CO[C@@H]1CN(C)C(=O)c2ccc(NC(=O)c3cccc(F)c3)cc2OC[C@H](C)NC[C@H]1C
    10	0.0
C[C@@H]1CN([C@H](C)CO)C(=O)c2cc(NC(=O)Nc3ccccc3)ccc2O[C@@H]1CN(C)Cc1ccccc1
    34	0.0
COc1ccc(C#Cc2ccc3c(c2)[C@@H]2[C@@H](CCN2C(=O)c2cnccn2)[C@@H](CO)N3)cc1
    4	0.0
COc1ccc(S(=O)(=O)N(C)C[C@H]2Oc3c(cccc3N(C)C)C(=O)N([C@@H](C)CO)C[C@H]2C)cc1
    12	0.0
CCS(=O)(=O)N1CC2(C1)[C@H](c1ccccc1)[C@@H](CO)N2Cc1ccccn1
    -36	x
CNC[C@H]1OCCCC[C@@H](C)Oc2ccc(NC(=O)Nc3ccc(OC)cc3)cc2C(=O)N([C@H](C)CO)C[C@@H]1C
    -37	0.0
COc1ccc2c3c(n(C)c2c1)[C@@H](CO)N(C(=O)NC1CCCCC1)CC31CCN(C)CC1
    19	0.0
COc1ccc2c3c(n(C)c2c1)[C@H](CO)N(C(=O)Nc1ccc(F)cc1)CC31CN(Cc2ccccc2F)C1
    32	0.0
N#C[C@@H]1[C@@H](c2ccccc2-c2cccc(F)c2)[C@H](CO)N1C(=O)CN1CCOCC1
    -6	0.0
CS(=O)(=O)Nc1ccc2c(c1)[C@H]1C[C@@H](CC(=O)NCCc3ccccc3)O[C@H](CO)[C@H]1O2
    -23	0.0

Screens in order – YAP1 CTGF inhibition	Pax4 gene expression
CC(C)C#Cc1ccc([C@H]2[C@@H](C#N)N(C(=O)c3cccc(F)c3)[C@@H]2CO)cc1
    -2	0.0
CS(=O)(=O)N1Cc2cc(C(=O)O)nc(-c3cccc(-c4ccccc4F)c3)c2[C@H]1CCO
    7	0.0
COc1ccc(S(=O)(=O)N2C[C@H](O)COC[C@H]3O[C@H](CC(=O)N[C@@H]4CCN(Cc5ccccc5)C4)CC[C@@H]32)cc1
    -22	0.0
O=C(CN1CCOCC1)N1C[C@@H]2N[C@H](C1)C2c1ccc(/C=C/c2ccccc2)cc1 (stereo not given in full)
    -18&42	0.0&0.0
Cc1noc(C)c1C(=O)N(C)C[C@@H]1OCc2ccccc2-c2ccccc2C(=O)N([C@@H](C)CO)C[C@H]1C
    33	0.0
C[C@@H]1CN([C@@H](C)CO)S(=O)(=O)c2ccc(-c3ccncc3)cc2O[C@H]1CN(C)S(C)(=O)=O
    -20	0.0
COCC(=O)N1C[C@H]2[C@@H](c3ccccc31)[C@@H](CO)N2C(=O)c1ccccc1F
    -5	0.0
COCC(=O)NC[C@@H]1[C@@H](c2ccccc2)[C@@H](CO)N1C(=O)c1ccccc1
    -31	0.0
COc1ccc(C[C@H]2CCn3cc(nn3)COC[C@H](C)NC2=O)cc1
    1	0.0

Some of the compounds tested; rates above refer to the full screens.
